Screens: PubChem BioAssay, National Center for Advancing Translational Sciences (NCATS)
BAZ2B inh = blocks human BAZ2B; Potency, µM (series often up to 114 µM), inactives show top-dose activity change, negative = inhibition, actives largely listed as inhibitors; AlphaScreen BAZ2B-H3K14Ac peptide displacement; Q9UIF8; actives 4.4% (n = 360,000); AID 504333; note: % is set by controls: 0 for no effect and ±100 for the full control effect; nearly all actives have a fitted effect of over 60% in size
Target sequence (Q9UIF8 whole entry, looked up): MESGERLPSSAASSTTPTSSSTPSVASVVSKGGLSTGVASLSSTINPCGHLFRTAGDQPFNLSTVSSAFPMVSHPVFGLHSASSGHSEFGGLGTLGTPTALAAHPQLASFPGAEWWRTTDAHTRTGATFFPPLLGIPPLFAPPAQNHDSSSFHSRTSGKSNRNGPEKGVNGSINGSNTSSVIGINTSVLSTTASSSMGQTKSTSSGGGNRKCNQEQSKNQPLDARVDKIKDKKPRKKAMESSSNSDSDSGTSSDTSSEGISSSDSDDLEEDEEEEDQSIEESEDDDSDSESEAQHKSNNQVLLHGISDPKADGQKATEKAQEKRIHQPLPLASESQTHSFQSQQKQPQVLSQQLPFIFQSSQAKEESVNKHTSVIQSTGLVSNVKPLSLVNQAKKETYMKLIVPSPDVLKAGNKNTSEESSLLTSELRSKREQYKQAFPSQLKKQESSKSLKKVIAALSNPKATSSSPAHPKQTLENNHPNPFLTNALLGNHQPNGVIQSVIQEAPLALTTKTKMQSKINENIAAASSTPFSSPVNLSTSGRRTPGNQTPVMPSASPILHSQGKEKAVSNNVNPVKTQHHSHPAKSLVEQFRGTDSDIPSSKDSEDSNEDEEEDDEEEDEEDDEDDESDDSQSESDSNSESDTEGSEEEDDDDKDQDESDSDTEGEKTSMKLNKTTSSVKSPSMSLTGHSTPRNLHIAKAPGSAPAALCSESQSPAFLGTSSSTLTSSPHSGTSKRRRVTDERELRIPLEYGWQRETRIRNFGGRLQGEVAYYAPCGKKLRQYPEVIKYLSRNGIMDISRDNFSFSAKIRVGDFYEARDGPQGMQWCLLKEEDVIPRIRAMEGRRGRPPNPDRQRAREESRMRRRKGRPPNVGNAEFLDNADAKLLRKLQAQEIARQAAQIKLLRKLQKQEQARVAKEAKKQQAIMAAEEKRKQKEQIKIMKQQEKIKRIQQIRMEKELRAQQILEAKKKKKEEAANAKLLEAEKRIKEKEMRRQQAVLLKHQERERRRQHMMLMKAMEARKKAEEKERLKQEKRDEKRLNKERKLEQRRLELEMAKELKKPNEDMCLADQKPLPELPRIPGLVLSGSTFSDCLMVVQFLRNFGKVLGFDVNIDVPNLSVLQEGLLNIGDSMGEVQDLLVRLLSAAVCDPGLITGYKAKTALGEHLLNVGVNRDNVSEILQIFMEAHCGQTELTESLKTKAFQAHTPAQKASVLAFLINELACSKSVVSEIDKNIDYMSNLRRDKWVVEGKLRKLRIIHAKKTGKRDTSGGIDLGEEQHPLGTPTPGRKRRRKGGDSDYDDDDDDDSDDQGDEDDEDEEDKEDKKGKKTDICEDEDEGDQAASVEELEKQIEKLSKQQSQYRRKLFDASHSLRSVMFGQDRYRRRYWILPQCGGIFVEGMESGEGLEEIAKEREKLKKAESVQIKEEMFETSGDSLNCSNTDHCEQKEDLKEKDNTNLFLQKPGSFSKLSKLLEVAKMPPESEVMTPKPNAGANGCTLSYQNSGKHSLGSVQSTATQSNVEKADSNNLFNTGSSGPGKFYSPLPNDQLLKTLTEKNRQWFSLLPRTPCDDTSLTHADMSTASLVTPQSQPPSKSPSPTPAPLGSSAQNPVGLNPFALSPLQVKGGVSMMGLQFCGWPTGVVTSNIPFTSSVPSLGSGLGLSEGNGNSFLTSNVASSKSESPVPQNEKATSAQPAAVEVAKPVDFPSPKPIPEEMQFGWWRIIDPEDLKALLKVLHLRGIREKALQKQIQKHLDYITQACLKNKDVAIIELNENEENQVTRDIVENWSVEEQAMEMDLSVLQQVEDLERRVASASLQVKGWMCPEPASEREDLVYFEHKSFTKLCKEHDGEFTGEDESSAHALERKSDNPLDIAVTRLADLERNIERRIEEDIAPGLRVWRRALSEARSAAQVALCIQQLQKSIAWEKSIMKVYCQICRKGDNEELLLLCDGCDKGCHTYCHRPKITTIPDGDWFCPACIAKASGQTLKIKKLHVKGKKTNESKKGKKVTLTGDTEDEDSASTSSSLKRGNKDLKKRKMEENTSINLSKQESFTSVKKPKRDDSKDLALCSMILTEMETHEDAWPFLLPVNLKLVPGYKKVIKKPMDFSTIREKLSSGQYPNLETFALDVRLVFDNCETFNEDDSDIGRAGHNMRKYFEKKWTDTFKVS
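Inhibition is scored as reduced AlphaScreen emission. The BAZ2B/b-H3(5-23)K14Ac complex (50 nM each) in PBS pH 7.4, 0.01% Tween-20 meets compound (up to 110 uM) for 30 min at RT before bead addition.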
Pol iota inh = blocks human DNA polymerase iota activity; Q9UNA4; actives 1% (n = 390,000); Pol iota fluorescent replication assay, 10 min; Potency, µM (doses to about 115 µM), without a hit: at the top dose activity, negative = inhibition, most hits filed as inhibitors
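Pol iota at 10 nM preincubated 15 min with compounds at room temperature; reaction started with fluorescent substrate, 50 nM final. Fluorescence read kinetically at 0 and 10 min; buffer-only wells as negative control.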
G9a block = blocks human histone lysine methyltransferase G9a. Potency, µM (series often up to 102 µM), for the others: at the top dose activity, negative = inhibition, actives largely listed as inhibitors. G9a H3K9 monomethylation, AlphaScreen, 2 h. actives 8.8% (n = 350,000); note: % is set by controls: 0 for no effect and ±100 for the full control effect; nearly all actives have a fitted effect of over 75% in size
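Chemiluminescent proximity detection of H3K9 monomethylation, read after 10 min bead incubation in the dark. Reaction: 20 nM G9a, 500 nM biotin-H3K9 peptide, 20 uM SAM cofactor, 2 h, room temperature, following 15 min enzyme-compound preincubation.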
Tb PGK inh = blocks T. brucei phosphoglycerate kinase. P07378. PGK/GAPDH coupled, Kinase-Glo luminescence, 60 min. Potency, µM (titrated, usually from 57.5 µM), for inactives: at the top dose activity change, negative = inhibition, hits mostly inhibitors. actives 0.043% (n = 380,000). AID 602233; note: % is set by controls: 0 for no effect and ±100 for the full control effect; nearly all actives have a fitted effect of over 60% in size
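Recombinant glycosomal PGK reaction used 1,3-bisphosphoglycerate generated in-well by GAPDH (100nM final) in 100mM TEA pH 7.6, 5mM MgCl2, 0.01% Tween-20. After 60 minutes at room temperature, ATP was read by Kinase-Glo Plus luminescence end-point.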
HP1b chromo inh = blocks HP1-beta chromodomain binding to methylated histone tails | actives 0.56% (n = 390,000) | P83916 | Potency, µM (series often up to 114 µM), for inactives: at the highest dose activity change, negative = inhibition, most hits filed as inhibitors | AlphaScreen HP1-beta / biotin-H3K9me3 peptide binding; note: nearly all actives have a fitted effect of over 70% in size; inactives centre near 23
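Compound inhibition of the preformed complex between 50 nM HP1-beta and 50 nM biotinylated H3K9me3 peptide was read by AlphaScreen. Buffer was PBS pH 7.4 with 0.01% Tween-20. Incubations ran 30 min at room temperature, with 10 ug/mL donor/acceptor beads.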
GLS inhibitor = inhibitors of human glutaminase (GLS). O94925. GLS enzymatic activity, qHTS titration. actives 0.21% (n = 410,000). Potency, µM (doses to about 45.5 µM), inactives show at the highest dose activity change, negative = inhibition, actives largely listed as inhibitors; note: % is set by controls: 0 for no effect and ±100 for the full control effect
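Human kidney-isoform GLS in 45 mM KH2PO4 pH 8.2, 0.02% Tween-20, with compound, started with 1mM L-Glutamine (added stock). Glutamate oxidase/HRP/Amplex red coupled fluorescence read at start and after 30 min at RT.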
Pin1 inh = inhibitors of human Pin1; Q13526; Pin1 FP peptide displacement, HiFluor488, 10 min; Potency, µM (highest dose often 115 µM), without a hit: at the highest dose activity, negative = inhibition, actives largely listed as inhibitors; actives 0.009% (n = 390,000); active = well fitted inhibition curve with a large enough effect in the polarisation, with a control signal flat, not every such curve was filed as active; inconclusive = small, poorly fitted or top-dose-only effect, or effect the other way, or a change in a side signal; inactive = no such curve, though single readings can be large or run the other way; the % refers to the polarisation; note: % is set by controls: 0 for no effect and ±100 for the full control effect
BLM helicase inh = blocks DNA unwinding by human BLM helicase. P54132. recombinant BLM DNA unwinding, fluorescence dequenching. Potency, µM (series often up to 56.1 µM), for the others: top-dose activity change, negative = inhibition, hits mostly inhibitors. actives 0.2% (n = 350,000). AID 2528;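 note: plate controls were vehicle for no effect and no enzyme for full effect; nearly all actives have a fitted effect of over 35% in size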
JMJD2A Tudor inh = inhibitors of human JMJD2A Tudor domain; O75164; AlphaScreen JMJD2A-Tudor / H3K4me3 peptide binding; Potency, µM (doses to about 114 µM), without a hit: at the highest dose activity change, negative = inhibition, hits mostly inhibitors; actives 4.4% (n = 390,000); note: % is set by controls: 0 for no effect and ±100 for the full control effect; nearly all actives have a fitted effect of over 50% in size
Starred values were filed as active, the others as inactive; i = inactive; ? = inconclusive; · = no result given; & = joins results of further samples; [ ] = dose if it differs, or a comment. Unless noted, calls come from the whole dose curve; as a rule, active = well fitted curve in the direction sought with a large enough effect; inconclusive = small, poorly fitted or top-dose-only effect, or another doubt; inactive = no such curve, though single readings can be large; an effect the other way counts as inactive or inconclusive. Potency is the fitted concentration of half-maximal effect. Some of the compounds tested, so the mix of outcomes need not match the whole.

SMILES | BAZ2B inh | Pol iota inh | G9a block | Tb PGK inh | HP1b chromo inh | GLS inhibitor | Pin1 inh | BLM helicase inh | JMJD2A Tudor inh
CCN(CC)C1Oc2cc3c(cc2C(c2cc(OC)c(OC)c(OC)c2)C1C)OCO3 (centres undefined) | · | 10% | · | 0% | -23% | 13% | 1% | · | ?
COCCN(C(=O)COC(=O)/C=C/c1cccs1)c1c(N)n(Cc2ccccc2)c(=O)[nH]c1=O | 14% | 19% | -11% | 6% | 11% | 10% | 1% | · | -3%
O=C(CSc1ncn[nH]1)NCCOc1ccccc1 | · | -14% | -5%[59 µM] | 0% | 15% | 3% | 2% | -2% | -8%
COC(=O)c1ccc[n+](CC(=O)c2ccc(Br)cc2)c1 | 2% | 0% | 5%[59 µM] | i | 32% | -2% | -1% | 5% | -18%
CCOC(=O)C1C(c2ccc3c(c2)OCO3)NC(=O)NC1(O)C(F)(F)F (centres undefined) | 12% | ? | -4%[2.33 µM] | i | -4% | ? | -2% | -1% | 18µM*
COc1ccccc1C(=O)Nc1cccc2nc(C)ccc12 | ? | 179%[activator] | -2% | i | 15% | 0% | -5% | 4% | -10%
Cc1ccc(N2CC(C(=O)Nc3ccc4c(c3)OCCO4)CC2=O)cc1C (centres undefined) | ? | 45%[activator] | 19% | 7% | 76%[activator] | -10% | 1% | -4% | -5%
CC(=O)NC1(C(F)(F)F)C(=O)Nc2c1c(=O)[nH]c(=O)n2CCc1ccccc1 (centres undefined) | 0% | -1% | 11% | 7% | 31%[activator] | 3% | -1% | -1% | -14%
COc1ccc(CCN2C(=O)CSC2c2ccc(F)cc2)cc1 (centres undefined) | 12% | 1% | 33% | -4% | 49%[activator] | 0% | 8% | -6% | -2%
CC(=O)c1cccc(NS(=O)(=O)c2csc(C(N)=O)c2)c1 | -15% | -8% | 21% | -7% | 30% | -11% | 4% | -2% | 1%
COc1ccc(-c2nnc(SCc3nnc(-c4ccc(Cl)cc4)o3)n2-c2ccccc2)cc1 | -11% | 16% | -31%[59 µM] | 2% | 10% | 0% | 2% | -8% | -34%
CCS(=O)(=O)c1ccc(N=Nc2ccc(O)c3ncccc23)c(OC)c1 | 5.6µM* | 63%[activator] | 7.1µM* | -21% | 50µM* | -8% | -4% | -5% | 20µM*
CCN(CC(=O)Nc1ccc([N+](=O)[O-])cc1OC)CC(=O)NC(C)(C)C | 21% | 96%[activator] | 26%[59 µM] | -7% | 36% | 5% | 1% | 4% | -1%
COCCCNC(=O)Cn1ccc(NC(=O)OCc2ccccc2)nc1=O | 8% | ? | -8%[2.33 µM] | 6% | 28% | 10% | 2% | · | -10%
COc1cc2c(cc1NC(=O)C(C)Sc1ccc(NC(C)=O)cc1)oc1ccccc12 (centres undefined) | -32% | 5% | 6%[59 µM] | -3% | 32% | -3% | 10% | -3% | -24%
O=C(COc1c(F)c(F)cc(F)c1F)NNC(=O)CC1CCS(=O)(=O)C1 (centres undefined) | · | 103%[activator] | · | 3% | 12% | 3% | -2% | · | -16%
Cc1nn(-c2ccccc2)c2c1N(CC(=O)N1CCN(c3ccc(F)cc3)CC1)C(=O)CS2 | -1% | 2% | 3%[59 µM] | -8% | 58%[activator] | -3% | -2% | -1% | -10%
CSc1nc(SCC(=O)O)c2sc3nc(-c4ccccc4)c4c(c3c2n1)CCC4 | 22µM* | ? | 18µM* | ? | ? | 14µM* | · | -16% | 28µM*
c1ccc(CCc2nn3c(C4COc5ccccc5O4)nnc3s2)cc1 (centres undefined) | 9% | 9% | 3.5µM* | 2% | ? | ? | 5% | -12% | ?
NS(=O)(=O)c1ccc(CCNC(=O)c2ccc(Cn3c(=O)[nH]c4ccccc4c3=O)cc2)cc1 | 0% | ? | -7% | -5% | 10% | -13% | 11% | -2% | -31%

Reprinted from the entries so far, 9 compounds:
SMILES | BAZ2B inh | Pol iota inh | G9a block | Tb PGK inh | HP1b chromo inh | GLS inhibitor | Pin1 inh | BLM helicase inh | JMJD2A Tudor inh
CC(=O)c1cccc(NS(=O)(=O)c2csc(C(N)=O)c2)c1 | -15% | -8% | 21% | -7% | 30% | -11% | 4% | -2% | 1%
COc1ccc(-c2nnc(SCc3nnc(-c4ccc(Cl)cc4)o3)n2-c2ccccc2)cc1 | -11% | 16% | -31%[59 µM] | 2% | 10% | 0% | 2% | -8% | -34%
CCS(=O)(=O)c1ccc(N=Nc2ccc(O)c3ncccc23)c(OC)c1 | 5.6µM* | 63%[activator] | 7.1µM* | -21% | 50µM* | -8% | -4% | -5% | 20µM*
CCN(CC(=O)Nc1ccc([N+](=O)[O-])cc1OC)CC(=O)NC(C)(C)C | 21% | 96%[activator] | 26%[59 µM] | -7% | 36% | 5% | 1% | 4% | -1%
COCCCNC(=O)Cn1ccc(NC(=O)OCc2ccccc2)nc1=O | 8% | ? | -8%[2.33 µM] | 6% | 28% | 10% | 2% | · | -10%
COc1cc2c(cc1NC(=O)C(C)Sc1ccc(NC(C)=O)cc1)oc1ccccc12 (centres undefined) | -32% | 5% | 6%[59 µM] | -3% | 32% | -3% | 10% | -3% | -24%
O=C(COc1c(F)c(F)cc(F)c1F)NNC(=O)CC1CCS(=O)(=O)C1 (centres undefined) | · | 103%[activator] | · | 3% | 12% | 3% | -2% | · | -16%
Cc1nn(-c2ccccc2)c2c1N(CC(=O)N1CCN(c3ccc(F)cc3)CC1)C(=O)CS2 | -1% | 2% | 3%[59 µM] | -8% | 58%[activator] | -3% | -2% | -1% | -10%
CSc1nc(SCC(=O)O)c2sc3nc(-c4ccccc4)c4c(c3c2n1)CCC4 | 22µM* | ? | 18µM* | ? | ? | 14µM* | · | -16% | 28µM*

More structures follow:
SMILES | BAZ2B inh | Pol iota inh | G9a block | Tb PGK inh | HP1b chromo inh | GLS inhibitor | Pin1 inh | BLM helicase inh | JMJD2A Tudor inh
CCCC(=O)C1=C(c2ccc(C)cc2)N(C(=O)CCC)n2cnnc2S1 | 43%[activator] | ? | 14%[59 µM] | 8% | 83%[activator] | 3% | -1% | -4% | 41%[activator]
O=C(NCCc1ccc(OC(F)F)cc1)C1CC(=O)N(c2ccc3c(c2)OCCO3)C1 (centres undefined) | 3% | -8% | 15%[2.33 µM] | -2% | 69%[activator] | 0% | 4% | · | -3%
Cn1c(=O)oc2cc(S(=O)(=O)CCC(=O)NCCc3ccccc3)ccc21 | -9% | 15%&2% | 10%[0.0925 µM] | 0%&-6% | 5%&26% | -2%&0% | -9%&1% | 0%&1% | -25%&-1%
COc1ccc(-c2noc(N3CCC(C(=O)N4CCN(c5ccccc5OC)CC4)CC3)n2)cc1 | -12% | -10% | -1%[59 µM] | -1% | 9%[57 µM] | 4% | 4% | -6% | -34%
CN(C)c1ccc(C(=O)OCC#CCSc2nnc(-c3cccc4ccccc34)o2)cc1 | 11% | ? | 1%[12.7 µM] | -5% | 6% | 3% | -3% | · | -8%
CCOC(=O)c1ccc(-n2c(=O)[nH]c3ccccc3c2=O)cc1 | 0% | ? | -9%[59 µM] | 0% | 32% | 4% | -2% | -5% | -13%
COc1cc2c(cc1OC)C(c1ccc(F)cc1)N(c1cccc(C#N)c1)C(=O)C2 (centres undefined) | -7% | -27% | -25%[59 µM] | 0% | 33% | 11% | -5% | -2% | -28%
Cc1ccc(S(=O)(=O)N2CCOCC2)cc1NCC(=O)Nc1ccc(OC(F)(F)F)cc1 | · | 28% | · | i | 17% | 1% | -10% | · | -13%
COc1ccccc1N(CC(=O)Nc1cccc(C(F)(F)F)c1)S(C)(=O)=O | 9% | -10% | · | -3% | 21% | -1% | 3% | -4% | 0%
Cc1cccc(NC(=O)c2ccc(S(=O)(=O)N3CCCCC3)cc2)n1 | 3% | 1% | 13%[12.7 µM] | -1% | 33% | 14% | 0% | -3% | -8%
O=C(NCc1ccccn1)C1CCN(Cc2cccc(OCc3ccccc3)c2)CC1 | ? | 14% | -14% | 2% | ? | 9% | 0% | -4% | 3.5µM*
CCN(CC)S(=O)(=O)c1ccc2nc(SC)sc2c1 | -2% | 11% | 19%[12.7 µM] | -3% | 23% | -8% | 5% | -3% | ?
CCCc1ccc(OCc2nc(-c3ccc(NC(=O)c4ccco4)cc3)no2)cc1 | -11% | ? | ? | -10% | 64%[activator] | -1% | 3% | 1% | -5%[11.4 µM]
COc1ccc(NS(=O)(=O)c2ccc(NC(=O)N3CCCC3)cc2)cc1 | -3% | -6% | -2%[59 µM] | 2% | 4%[57 µM] | 9% | ? | 2% | -3%
Cc1cc(/C=C2\SC(=S)N(C)C2=O)c(C)n1-c1ccc(O)cc1 | ? | 5% | ? | 1% | ? | 8% | ? | -5% | -21%[11.4 µM]
c1ccc(Cn2nnc3ccccc32)cc1 | 5% | 166%[activator] | 13% | -1% | 34% | 4% | -1% | -3% | 3%
C=CCNc1nc(=S)[nH]c2cc(OC)c(OC)cc12 | -23% | ? | 25µM* | i | 16% | 0% | -1% | -7% | ?
O=C(COc1ccc(Br)cc1CNC1CCCC1)Nc1ccccc1 | -10% | 6% | 38%[59 µM] | -6% | 30% | -2% | -2% | -7% | -12%
CC(C)n1nnnc1SCC(=O)NCc1cccs1 | 34%[activator] | ? | -45%[12.7 µM] | 5% | 21% | 15% | -4% | 5% | 1%
O=C1c2ccccc2C(=O)N1c1cccc(O)c1 | · | 14% | · | · | 24% | · | -3%&1% | · | -13%&-18%
C=CCOc1ccc(/C=C2\SC(=S)N(CCC(=O)O)C2=O)cc1 | ? | 6% | -7%[59 µM] | -2% | -17% | 35%[activator] | 13% | -7% | -7%[11.4 µM]
CCOC(=O)c1c(C)[nH]c(C(=O)OCC(=O)NC2(C#N)CCCCC2)c1C | 2% | 12% | -44% | -3% | 3% | 25% | -2% | · | -14%
Cc1nc2ccccc2n1C(C)c1ccccc1 (centres undefined) | 1% | 12% | · | -1% | 28% | -1% | 0% | -6% | -12%
